# Growth percent in the NCI-60 one-dose screen (48 h, 10 µM unless noted): 100 = growth as untreated, 0 = no growth, -100 = all killed.
# HL-60(TB): HL-60(TB) leukemia cells; hit rate 9% among 78,000; AID 1794776; active = growth percent below 10
# The depositor's hits bear a star; [ ] = another dose, or the depositor's remark. The list is partial; rates above refer to the full screens.
SMILES,HL-60(TB)
CCN1C(=O)N(CC)C2NN3C(=O)C4(SC3=NC21)C(c1ccc([N+](=O)[O-])cc1)CN(C)C41C(=O)Nc2ccccc21 (stereo unspecified),97.5
CC1(C)OC(=O)C(=Cc2cccc(C#N)c2)C(=O)O1,76.9
CCCCC(=O)N(CCC)CCC,112.9
CSc1nc2nc(-c3cc4ccccc4[nH]c3=O)[nH]c2c(=O)[nH]1,98.3
CCCCCCCCCCCCCCCC(=O)OCC(O)[C@H]1OC(=O)C(O)=C1O (stereo partly specified),93.4
C/C=C(/C)C(=O)O[C@H]1CC[C@@]2(C)[C@@H]3CC[C@H]4[C@]5(O)C[C@H](O)[C@@]6(O)[C@@H](CN7C[C@@H](C)CC[C@H]7[C@@]6(C)O)[C@]5(O)C[C@@]42O[C@@]13O,127.9
O=C(O)CCC1CCC(=O)O1 (stereo unspecified),97.9
CCCCCCCc1ccc(C(=O)CCN2CCOCC2)cc1,85.6
CCOC(=O)CCCCCCCCC(=O)Nc1ccc(-n2[nH]c(=O)cc2C)cc1,73.3
O=C(/C=C/c1ccccc1)c1ccc(O)c(CN2CCN(c3cc4c(cc3F)c(=O)c(C(=O)O)cn4C3CC3)CC2)c1,-6.0*
Clc1ccc(CNc2ccccn2)cc1,106.9
ICCC(c1ccccc1)(c1ccccc1)c1ccccc1,43.4
Cc1[nH]c(=S)nc(N)c1N,71.3
O=C1Nc2ccc(F)cc2/C1=C/c1nc(-c2ccc(F)cc2)n2ccccc12,102.9
CCC1CCC(CC)C1O (stereo unspecified),100.8
COc1ccccc1/C=N/NC(N)=O,112.3
CCSc1ncc(CO)c(N)n1,111.5
O=C(O)/C=C/c1ccco1,91.0
CCOC(=O)C1=C(C)NC(C)=C(C(=O)OCC(C)C)C1c1cccc(C#N)c1 (stereo unspecified),109.7
Nc1nc(SCc2cccnc2)c2[nH]cnc2n1,98.7
CCOC(=O)c1c2ncccc2n2c(=O)n(-c3cccc(OC)c3)nnc12,76.6
Cc1ccc(OC(=O)Cc2ccccc2)c(C(=O)c2cnc3c(c2)c(C)nn3-c2ccccc2)c1,53.8
COc1cc2ncnc(Sc3nnc(NC(=O)c4ccccc4F)s3)c2cc1OC,99.7
COc1ccc(-c2nn(-c3cccc(Cl)c3)cc2C=C2C(=O)NC(=O)NC2=O)cc1,93.1
CCN(CC)CCCNC(=O)c1noc2cc([N+](=O)[O-])ccc12,99.8
CNC(=O)c1cc(-c2ccc(NC(=O)Nc3ccc(N4CCN(C)CC4)c(C(F)(F)F)c3)cc2)nc2cccnc12,-16.4*
Cc1cc(=O)[nH]c(SCC(=O)Nc2ccc(-c3nc4ccc([N+](=O)[O-])cc4[nH]3)cc2)n1,126.2
C=C1C(=O)O[C@H]2[C@H]1CC/C(CNC(=O)/C1=C/CC[C@@]3(C)O[C@H]3[C@H]3OC(=O)C(=C)[C@@H]3CC1)=C\CC[C@@]1(C)O[C@@H]21,57.4
NC1=NC2(CCCCC2)N(c2ccc(S(=O)(=O)Nc3nccs3)cc2)C(N)=N1,102.3
COc1ccc(-c2nnc(SCC(=O)Nc3nc(-c4ccccc4)cs3)o2)cc1OC,80.1
Cc1ccc(C)c2c1C(=O)OC2=O,29.7
Nc1nc(Cl)c(C=O)c(Cl)n1,101.1
CCNP(=S)(NCC)c1ccccc1,101.3
COc1cc(C=C(C#N)C#N)cc(OC)c1OC,108.2
COc1cccc(-c2nc3ccc(C(=O)NN4C(=O)c5ccc(C(=O)O)cc5C4=O)cc3[nH]2)c1,93.7
COc1ccc(C(=O)/C=C/c2ccccc2)cc1S(=O)(=O)Nc1cccnc1,94.2
O=S(=O)(NCCCNc1nccc(-n2cnc3ccccc32)n1)c1ccccc1,103.9
CCCCCCCCN(CCCCCCCC)C(C)C(O)c1ccc2cc(Br)c3ccccc3c2c1 (stereo unspecified),109.8
Cc1[nH]c(C(=O)Nc2ccccc2OC2CCNCC2)c(Cl)c1Cl,-57.1*
Brc1ccc(-c2cn3ccnc3c(-c3ccc(Br)cc3)n2)cc1,30.2

# 14 entries from above, arranged by molecular weight, largest number first:
SMILES,HL-60(TB)
C=C1C(=O)O[C@H]2[C@H]1CC/C(CNC(=O)/C1=C/CC[C@@]3(C)O[C@H]3[C@H]3OC(=O)C(=C)[C@@H]3CC1)=C\CC[C@@]1(C)O[C@@H]21,57.4
Cc1cc(=O)[nH]c(SCC(=O)Nc2ccc(-c3nc4ccc([N+](=O)[O-])cc4[nH]3)cc2)n1,126.2
COc1ccc(-c2nn(-c3cccc(Cl)c3)cc2C=C2C(=O)NC(=O)NC2=O)cc1,93.1
CCCCCCCCCCCCCCCC(=O)OCC(O)[C@H]1OC(=O)C(O)=C1O (stereo partly specified),93.4
CCOC(=O)C1=C(C)NC(C)=C(C(=O)OCC(C)C)C1c1cccc(C#N)c1 (stereo unspecified),109.7
CSc1nc2nc(-c3cc4ccccc4[nH]c3=O)[nH]c2c(=O)[nH]1,98.3
CCCCCCCc1ccc(C(=O)CCN2CCOCC2)cc1,85.6
CCNP(=S)(NCC)c1ccccc1,101.3
Clc1ccc(CNc2ccccn2)cc1,106.9
COc1ccccc1/C=N/NC(N)=O,112.3
CCCCC(=O)N(CCC)CCC,112.9
O=C(O)CCC1CCC(=O)O1 (stereo unspecified),97.9
CCC1CCC(CC)C1O (stereo unspecified),100.8
O=C(O)/C=C/c1ccco1,91.0

# Looked up above:
# CCCCCCCCN(CCCCCCCC)C(C)C(O)c1ccc2cc(Br)c3ccccc3c2c1 (stereo unspecified) | HL-60(TB) = 109.8
# COc1ccc(-c2nnc(SCC(=O)Nc3nc(-c4ccccc4)cs3)o2)cc1OC | HL-60(TB) = 80.1

# Further results
SMILES,HL-60(TB)
CC(C)CCOC(OCCC(C)C)OCCC(C)C,107.5
Cc1c(C)[n+](=O)c(C)c(C)n1[O-],19.8
O=C1N=C(C=c2ccc(=Cc3[nH]c(=O)[nH]c3O)cc2)C(=O)N1,75.4
COc1c(O[C@@H]2OC(CO)[C@H](O)[C@H](O)C2O)cc2oc3cc(O)c(CC=C(C)C)c(O)c3c(=O)c2c1CC=C(C)C (stereo partly specified),94.4
O=C(Nc1ccc(F)cc1F)c1cc(Cl)ccc1O,-31.4*
CC(C)C[C@H](NC(=O)[C@H](CC(C)C)n1ccc2c(ccn2C)c1=O)B(O)O,88.9
N#CC1(C#N)C(/C=N/Nc2ccccc2)C(c2ccccc2)C1(C#N)C#N (stereo unspecified),13.2
CCN(CC)CC(C)(C)C(=O)/C=C/c1ccc(Cl)c(Cl)c1,-10.2*
NC(=O)C(CCCCN1CCCCC1)(c1ccccc1)c1ccccc1,101.0
Cc1cc2ccccc2nc1-c1ccccc1F,97.4
CCCCC(CC)CCC(OC(=O)CSC#N)C(C)CC (stereo unspecified),102.0
Clc1ccc2c(N/N=C/c3c[nH]c4ccc(Br)cc34)ccnc2c1,-74.7*
CCOC(=O)C1CCN(c2ccc(N3C[C@@H](CNCc4ccc(C(=N)N)cc4)OC3=O)cc2)CC1,100.9
COc1cc(-c2csc(NC(=O)c3cccc(Cl)n3)n2)cc(OC)c1OC,105.6
CCCCn1c(=O)c(C2=NC(c3ccc(Cl)cc3)=C2)cc2cc(Cl)ccc21,100.2
CCOC1(C)C(=O)C(C)(C)C1(C)Cl (stereo unspecified),99.8
CC(C)CCC[C@@H](C)[C@H]1CC[C@H]2[C@@H]3CC=C4c5sc(Nc6ncccn6)nc5CC[C@]4(C)[C@H]3CC[C@]12C,102.0
Fc1cnccc1C1CC(c2ccc(N3CCNCC3)cc2)=NN1 (stereo unspecified),77.3
N#Cc1ccc(-c2nn3c(-c4ccccc4)nnc3s2)cc1,102.6
C=C(C)[C@@H]1CC[C@]2(C(=O)NCCNCCNC(=O)OC(C)(C)C)CC[C@]3(C)[C@H](CC[C@@H]4[C@@]5(C)CCC(=O)C(C)(C)[C@@H]5CC[C@]43C)[C@@H]12,-14.3*[100 µM]
NNC(=O)CCCCCC(=O)NN,97.1
O=C(NCCCN1CCC(N2CCCCC2)CC1)C1=Cc2cc(Br)ccc2OC1,36.3
Nc1ccc2c(c1)Cc1cc(N)c(N)cc1-2,78.1
Nc1ccc(CCCC(=O)Nc2ccc(S(=O)(=O)F)cc2)cc1,99.3
O=C(CSc1nc2ccc([N+](=O)[O-])cc2[nH]1)Nc1ccc(F)cc1,71.6
N#CC1=C(/N=C/c2ccccc2)Oc2c(ccc3ccccc23)C1c1ccc(Cl)cc1 (stereo unspecified),102.6
O=c1[nH]c(NCc2nnnn2-c2cccc(Br)c2)nc2sc3c(c12)CCCC3,89.1
O=S1(=O)NCCN1CCNc1nccc(-c2c(-c3cccc(O)c3)nc3sccn23)n1,111.2
NCCc1ccc(S(N)(=O)=O)cc1,84.4
COc1ccc(C(=O)c2cc3c(N)c(C(=O)Nc4ccc(Br)cc4)sc3nc2C)cc1,80.2
CC(=O)OC1CC2CCC1(C)C2(C)C (stereo unspecified),102.7
C=CCNC(=O)CC(C)(C)C,114.9
COc1cc(C(=O)/C=C/c2cc(C(=O)c3cc(OC)c(OC)c(OC)c3)ccc2OC)ccc1N,3.9*
COc1cc(-c2nc3ccc(-c4nnc(SCC(=O)Nc5ccc(Br)cc5)o4)cc3[nH]2)cc(OC)c1OC,94.3
Cc1cc(C(=O)c2ccccc2Cl)ccc1O,78.8
CC(=O)C1=C(C)Nc2nc3ccccc3n2C1c1ccc2c(c1)OCO2 (stereo unspecified),98.4
CO/N=C1\CCc2c(sc(NC(=O)c3cccc(C(F)(F)F)c3)c2C(N)=O)C1,70.3
Cc1cc(C(=O)Nc2ncc(Cc3ccccc3)s2)c(C)o1,82.5
CC[C@@](C)(NC(=O)C(C)(C)NC(=O)[C@@H](NC(=O)[C@@H]1CCCN1C(=O)C(C)(C)NC(=O)[C@H](CC(C)C)NC(=O)CNC(=O)C(C)(C)NC(=O)[C@@H](NC(=O)C(C)(C)NC(=O)[C@H](CCC(N)=O)NC(=O)[C@H](C)NC(=O)C(C)(C)NC(=O)[C@H](C)NC(=O)C(C)(C)NC(=O)[C@H](C)NC(=O)C(C)(C)NC(C)=O)C(C)C)C(C)C)C(=O)N[C@@H](CCC(N)=O)C(=O)N[C@@H](CCC(N)=O)C(=O)N[C@H](CO)CC1CCCCC1,-35.2*[5 µM]
O=[N+]([O-])c1ccc2c(c1)S(=O)c1cc([N+](=O)[O-])ccc1N2,109.2
NC(Cc1cccs1)C(=O)O (stereo unspecified),87.3
COc1ccc(-n2c(C)nc3cc(OC)c(OC)cc3c2=O)cc1OC,100.1
O=C(O)c1ccc2c(c1N=Nc1c(O)[nH]c(=O)[nH]c1=O)C(=O)c1ccccc1C2=O,102.5
COc1ccc(C(=O)c2c(N)c(C#N)cn2-c2cccnc2Cl)cc1,94.6
Cc1ccc(S(=O)(=O)NCN2C(=O)c3ccccc3C2=O)cc1,106.1
CN(C)CCN1C(=O)c2cccc3c(C#CCN4C(=O)c5cccc6cccc(c56)C4=O)ccc(c23)C1=O,97.9
Cc1cccc(NC(=O)OC(C)C)c1C,93.8
Cc1ccc(NC(=O)Nc2ccccc2Cl)c(C)c1,81.5
Cc1cc(O)c(/C=N/C(=S)NCc2ccccc2)c(=O)o1,122.4
COc1cc2c(cc1OCCCN1CCN(CCCOc3cc4c(cc3OC)C(=O)N3CC(F)(F)C[C@H]3C=N4)CC1)N=C[C@@H]1CC(F)(F)CN1C2=O,15.7
CCOC(=O)CCCn1c(C)c(C)c2c1N=C(SC)N1CC(=O)N=C21,93.9
C[C@H]1[C@H](C)CC[C@]2(C(=O)O)CC[C@]3(C)C(=CC[C@@H]4[C@@]5(C)Cc6c([nH]c7ccccc67)C(C)(C)[C@@H]5CC[C@]43C)[C@H]12,90.9
O=c1cc(CSc2nnc(-c3ccc(F)cc3)o2)c2ccc3ccccc3c2o1,99.9
Cc1nnc([S-])o1.[Au+].c1ccc([PH+](c2ccccc2)c2ccccc2)cc1,6.5*
CCCCc1ccc(NC2=NCCCS2)cc1,83.7
CC(C)=C[C@@H]1C[C@H](O)Cc2c(C)cc(C)cc2N1,95.8
O=C(NCn1c(=O)[nH]c2ccccc2c1=O)Nc1ccccn1,102.2
CC[C@]1(C#N)C(=O)[C@@](CO[Si](C)(C)C)(O[Si](C)(C)C)[C@H]2[C@H]1N(C(c1ccccc1)c1ccccc1)C(=O)C(=O)N2c1cccc(C2(C)OCC(C)(C)CO2)c1,93.5
C[N+]1(Cc2ccc([N+](=O)[O-])cc2)CCC(CCC2CC[N+](C)(Cc3ccc([N+](=O)[O-])cc3)CC2)CC1 (stereo unspecified),108.9
CNc1nc(C)c(-c2nc(Nc3cccc(S(N)(=O)=O)c3)ncc2F)s1,-47.9*
# Next part.
SMILES,HL-60(TB)
CC(=O)O[C@@H]1CC[C@@]2(C)[C@H](CC[C@@H]3[C@@H]2CC[C@]2(C)[C@@H]([C@H](C)CC=C(c4ccccc4)c4ccccc4)CC[C@@H]32)C1,101.2
COc1cc(C)c2cc(Cc3ccccc3)ccc2n1,94.8
CCN(CCN(C)C)C(=O)CNCc1cc(C(N)=O)ccn1,88.7
OC(Cc1nccc2ccccc12)(c1ccccc1)c1ccccc1,104.6
CCN(CC)c1ccc(/C=C2\Oc3ccc(O)c(I)c3C2=O)cc1,18.5
Cc1ccc(NC(=O)CN2CCN(c3ncnc4c3cnn4-c3ccccc3)CC2)cc1,95.4
COc1cc(-c2cc(-c3ccc(Cl)cc3)[nH]c(=S)c2C#N)cc(OC)c1OC,105.7
O=C(NNC(=O)c1cccc(F)c1)c1ccccc1,103.1
NCCC(=O)CN,97.9
O=C(COc1ccc(/C=C2\Oc3ccccc3C2=O)cc1)c1ccc([N+](=O)[O-])cc1,99.1
CC(CCCO)Nc1ccnc2cc(Cl)ccc12 (stereo unspecified),94.3
CCOC(=O)c1[nH]cc(C(=O)c2ccc(OC)cc2)c1-c1ccc(OC)cc1,85.5
CC1CCCCN1CCOc1cc([N+](=O)[O-])ccc1C#N (stereo unspecified),97.5
Cc1nc(C#N)c(N2CCC(c3nc(Cc4ccc(Cl)cc4)no3)CC2)o1,100.8
Cc1ccc(-c2c3c(C)nn(-c4ccccc4)c3nc3nc(C)[nH]c(=O)c23)cc1,103.5
O=C1CCC(C(=O)NNc2ccc(Br)cc2Br)N1 (stereo unspecified),29.6
C/C(=C1/SC(=S)NC1=O)c1ccccc1,114.3
COc1cccc(CNC(=O)c2ncoc2-c2ccc3c(c2)OCCO3)c1,99.8
COc1cc2c(cc1OC)C(=O)/C(=C/c1ccc(OCc3ccccc3)c(OC)c1)C2,85.4
CCOc1ccc(/C=C/C(=O)c2cccc(OCCCOc3cccc(C(=O)/C=C/c4ccc(OCC)cc4)c3)c2)cc1,56.0
